S1P4 antag – S1P4 receptor antagonists, primary screen, cell-based. inhibition, % at 4.98 µM. 220,000 tested, 0.26% active. S1P4-expressing cells, antagonist mode, reporter read-out. Sphingosine 1-phosphate receptor 4 (Homo sapiens), O95977; in the data active = inhibition above about 29%;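 also: 0% = wells stimulated with agonist and 100% = vehicle wells without agonist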
Target sequence (O95977 whole entry, looked up): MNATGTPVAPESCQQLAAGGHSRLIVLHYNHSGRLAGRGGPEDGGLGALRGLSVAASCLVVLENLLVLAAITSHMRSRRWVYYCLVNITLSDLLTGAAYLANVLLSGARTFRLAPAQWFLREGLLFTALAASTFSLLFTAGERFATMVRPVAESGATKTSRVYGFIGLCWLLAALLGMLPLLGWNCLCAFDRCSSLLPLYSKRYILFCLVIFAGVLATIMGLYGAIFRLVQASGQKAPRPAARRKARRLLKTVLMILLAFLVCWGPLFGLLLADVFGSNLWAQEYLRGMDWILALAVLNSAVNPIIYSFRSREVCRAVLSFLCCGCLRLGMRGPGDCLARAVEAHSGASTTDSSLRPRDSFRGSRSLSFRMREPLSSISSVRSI
Ba/F3 V617F tox – reduced viability of JAK2V617F-dependent Ba/F3 cells, primary screen, JAK2V617F inhibitor project, cell-based, Ba/F3 EpoR-JAK2V617F, luminescence; 220,000 tested, 1.1% active; inhibition, % at 5.6 µM; ATP luminescence;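 active = inhibition above the campaign mean plus 3 SD over all tested compounds, cut at about 24% in these data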;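 also: cytokine-independent growth of Ba/F3 cells driven by EpoR plus mutant JAK2; 0% = DMSO-treated cells and 100% = JAK inhibitor I control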
Runt-CBFb FRET – inhibitors of RUNX1 Runt–CBFb binding, primary screen, biochemical, FRET, Cerulean-Runt, Venus-CBFb, uHTS; Runt-related transcription factor 1 (Homo sapiens) + Core-binding factor subunit beta …; Cerulean-Runt/Venus-CBFb FRET ratio 530/480, 1 h; inhibition, % at 20 µM; 220,000 tested, 0.46% active;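 active = inhibition over about 50% at 20 µM in the single-dose screen, limit read from the data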;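 also: 0% = DMSO wells and 100% = excess unlabeled CBFb competitor control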
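Measured by: fluorescence energy transfer, 422 nm excitation, 530/480 nm emission; Assay system: Cerulean-Runt domain; Medium: Tris pH 7.5 buffer with BSA; Measure: loss of energy transfer signal; Controls: 5 µM unlabeled CBFb as full-inhibition high control; Incubation: protein complex preformed 1 h, compound exposure 1 h, room temperature, dark.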
BaF3 tox – parental Ba/F3 cell viability inhibition, counter-screen for JAK2V617F inhibitor project, murine pro-B, CellTiter-Glo luminescence | 220,000 tested, 1.1% active | AID 1486, 2009 | CellTiter-Glo ATP luminescence | inhibition, % at 5.6 µM;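 active = inhibition above a per-campaign cutoff, the mean inhibition of all tested compounds plus 3 SD, cut at about 27% in these data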;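 also: 0% = DMSO wells and 100% = JAK Inhibitor I control wells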
NPY-Y1 PAM-ag – NPY-Y1 receptor potentiators or agonists, primary screen, cell-based | NPY-Y1 expressing cells, potentiator/agonist activation | activation, % at 3.6 µM | 220,000 tested, 0.37% active | AID 1304, 2008; in the data active = activation above about 33%, passing the limit was not always enough;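 also: cells stimulated with NPY at EC10 then isoproterenol at EC100; 0% = low agonist plus stimulus and 100% = saturating agonist plus stimulus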
Target sequence (P25929 whole entry, looked up): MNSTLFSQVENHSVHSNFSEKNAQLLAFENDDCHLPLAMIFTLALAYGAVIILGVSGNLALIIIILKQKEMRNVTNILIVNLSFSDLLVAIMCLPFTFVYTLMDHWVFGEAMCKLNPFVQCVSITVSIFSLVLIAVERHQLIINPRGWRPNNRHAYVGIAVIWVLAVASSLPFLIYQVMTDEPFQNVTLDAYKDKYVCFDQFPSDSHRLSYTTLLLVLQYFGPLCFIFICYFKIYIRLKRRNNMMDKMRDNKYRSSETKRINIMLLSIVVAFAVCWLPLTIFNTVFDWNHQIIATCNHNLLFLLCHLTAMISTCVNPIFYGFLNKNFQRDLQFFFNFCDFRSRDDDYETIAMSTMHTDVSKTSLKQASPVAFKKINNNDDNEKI
NPY Y1 blocker – NPY-Y1 receptor antagonists, primary screen, cell-based; AID 1040, 2008; 200,000 tested, 1% active; Neuropeptide Y receptor type 1 (Homo sapiens), P25929; inhibition, % at 3.6 µM; HEK293-CNG Y1 cells, membrane potential fluorescence; NPY at EC95, then isoproterenol;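 active = inhibition above the campaign mean inhibition of all tested compounds plus 3 SD, cut at about 20% in these data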;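 also: 0% = DMSO wells given NPY plus isoproterenol and 100% = isoproterenol alone without NPY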
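Assay system: HEK293 cells with Y1 receptor plus CNG channel | Probe or stimulus: NPY (25 nM), isoproterenol (1 µM), Ro 20-1724 (25 µM) | Timing: Compound incubation 1 h at room temperature, readout 45 min post-stimulation | Measured by: Membrane-potential fluorescent dye readout | Benchmarks: High control isoproterenol alone, low control NPY with isoproterenol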
RBBP9 inhibitor – human RBBP9 inhibitors, primary screen, biochemical, fluorescence polarization, FP-Rh probe, HTS; 220,000 tested, 0.2% active; Serine hydrolase RBBP9 (Homo sapiens), O75884; recombinant RBBP9; inhibition, % at 7.94 µM;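 active = inhibition above the campaign mean of all tested compounds plus 3 SD, cut at about 14% in these data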;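 also: plate controls were DMSO wells with RBBP9 for no effect and wells lacking RBBP9 protein for full effect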
Target sequence (O75884 whole entry, looked up): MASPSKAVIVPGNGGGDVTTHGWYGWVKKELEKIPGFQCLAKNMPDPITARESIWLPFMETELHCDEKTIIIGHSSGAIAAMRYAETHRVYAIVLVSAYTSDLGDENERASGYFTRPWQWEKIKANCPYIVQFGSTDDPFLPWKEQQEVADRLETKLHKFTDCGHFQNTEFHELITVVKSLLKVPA
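Assay system: recombinant human RBBP9; Reagent: Serine-hydrolase probe FP-Rh, 375 nM pre-mixing; Doses: 7.94 µM single dose, 0.794% DMSO; Incubation: 30 min then 45 min, 25 °C; Detection: fluorescence polarization (mP), excitation 525 nm, emission 598 nm; Evaluation: percent inhibition from mP, scaled between DMSO and no-protein wells.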
NPY-Y2 PAM-ag – NPY-Y2 potentiators or agonists, primary screen, cell-based. Neuropeptide Y receptor type 2 (Homo sapiens), P49146. cells expressing NPY-Y2, potentiator/agonist read-out. activation, % at 3.6 µM. 220,000 tested, 0.45% active. AID 1359, 2008; in the data active = activation above about 27%;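 also: cells stimulated with NPY near EC25 plus isoproterenol at EC100; 0% = vehicle plus submaximal agonist and 100% = vehicle plus saturating agonist; some results beyond the cut were filed as inactive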
S1P4 ag – S1P4 receptor agonists, primary screen, cell-based; 220,000 tested, 0.35% active; Sphingosine 1-phosphate receptor 4 (Homo sapiens), O95977; AID 1509, 2009; S1P4-expressing cell line, agonist reporter assay; activation, % at 4.98 µM; in the data active = activation above about 11%;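 also: 0% = DMSO vehicle and 100% = reference agonist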
The depositor's hits bear a star; x = no result given.

Fields: S1P4 antag, Ba/F3 V617F tox, Runt-CBFb FRET, BaF3 tox, NPY-Y1 PAM-ag, NPY Y1 blocker, RBBP9 inhibitor, NPY-Y2 PAM-ag, S1P4 ag
- O=C(NCc1ccc2c(c1)OCO2)c1nn2cccnc2c1Cl
  -8, -3, -1, 1, -33, 2, -11, -26, 1.8
- c1ccc(CNc2ncnc3c2cnn3Cc2ccccc2)cc1
  -14, 27*, 2, 33*, -21, -3, -7, -10, -1.4
- Cc1cc2ccccc2c(=O)n1CC(=O)NCc1ccco1
  -19, -3, 3, 3, -9, -1, 1, 0, -1.2
- N#CCCNCC1(c2ccccc2)CCCC1
  -7, -3, -1, 0, -10, -6, 0, -10, -1.9
- CCn1cnc2sc(C(=O)O)c(C)c2c1=O
  -11, -3, 1, 1, -19, 5, -4, -2, 1.5
- CSc1ccccc1NC(=O)c1cc(-c2cccs2)on1
  -3, -4, -2, -2, 1, 2, -7, 1, -0.3
- Cc1[nH]n(-c2ccccc2)c(=O)c1C(c1ccc(C(=O)O)cc1)c1c(C)[nH]n(-c2ccccc2)c1=O
  -12, -1, 0, 6, -5, -3, -3, -3, 1.1
- CCOC(=O)c1c(C)[nH]c(C(=O)OC)c1CCC(=O)OC
  4, 5, -2, 4, -16, -2, 0, -12, -0.5
- O=C(/C=C/c1ccc2c(c1)OCO2)N1CCN(c2ccc(Cl)cc2)CC1
  -17, 3, -5, 7, -20, 3, -1, -4, 0.1
- COC(=O)c1ccc(/C=N/OCC(=O)Nc2cc(F)ccc2F)cc1
  -4, -3, -2, -3, -4, 11, -4, -2, -3.0
- CNC(=O)CS(=O)(=O)CC(=O)Nc1cc(OC(C)C)c(Cl)cc1Cl
  16, 1, 0, 3, 3, -3, -3, 6, 0.7
- Cc1cccc(C(=O)Oc2ccccc2C(=O)N2CCOCC2)c1
  -5, 1, 2, -1, -14, x, -5, -10, 1.9
- Cc1noc(NS(=O)(=O)c2ccc(NC(=O)CCC3CCCCC3)cc2)c1C
  -13, 5, -1, 3, -14, 2, 7, -4, -0.6
- NNC(=O)c1cncc(Br)c1
  -6, 5, 1, -2, 2, x, 3, -14, -0.2
- O=C(COc1ccc2ccccc2c1)Nc1ccc2c3c(cccc13)CC2
  -20, -5, 0, 2, -3, 10, 0, 5, -0.6
- Fc1ccccc1CSc1nc2ncccc2[nH]1
  -19, 0, 13, 1, -24, 2, 4, 0, 2.3
- CC(=O)Nc1ccc(NC(=S)NC(=O)/C=C/c2ccc(Cl)cc2)cc1
  -3, -3, 1, -1, -9, -5, 11, 0, 2.7
- CCNC(=O)NC1(C(=O)Nc2ccc3c(c2)CCC3)CCCCC1
  -5, -4, 0, 1, 1, 0, 2, 3, -2.5
- COc1ccc(C2=NOC(C(=O)Nc3ccc4c(c3)OCO4)C2)cc1OC (centres undefined)
  3, 7, -1, 8, -15, -1, -5, -10, -0.7
- OC[C@H]1O[C@@H](n2cnc3c(NC4CCCC4)ncnc32)[C@H](O)[C@@H]1O
  -31, -3, 0, 5, -64, 15, -6, -21, 1.9
- O=C(CCl)NN=C(c1ccccc1)c1ccccc1
  0, -4, -2, -1, -7, 1, 1, 15, -0.8
- N#Cc1ccc(NC(=O)CNc2cc(S(=O)(=O)N3CCOCC3)ccc2NCC2CCCO2)cc1 (centres undefined)
  -13, 0, -17, 7, 8, -4, -5, 5, 1.8
- CC1(C)CC(=O)C(C2=NC(C)(C)Cc3ccccc32)=C(O)C1
  -5, 0, -2, 8, -19, 2, 0, 15, -0.6
- Cc1ccc(-n2cc(CNCCN3CCOC3=O)c(-c3ccc(F)cc3)n2)cc1
  -2, 4, 0, 7, -21, 7, -8, -38, 0.6
- CC(CN1CCOCC1)OC(=O)c1ccccc1 (centres undefined)
  5, -2, -1, -5, 17, x, -6, 3, -0.6
- O=C1CCCC2=C1C(c1ccc(O)c(Br)c1)C1=C(CCCC1=O)N2c1ccccc1
  -3, 3, 7, 4, 8, 1, -4, 6, -1.6
- CN(C)CCNc1nc2sc3c(c2c(=O)n1CCc1ccccc1)CCCCC3
  18, 1, 2, 3, 19, x, 8, -2, 0.0
- O=C(NCCc1ccncc1)Nc1cccc(Cl)c1
  5, 0, 1, 4, 7, -1, 2, 11, -0.4
- CCCc1ccccc1OCCNC(C)=O
  2, -3, 1, 2, -15, -1, -2, -16, -3.1
- CCOC(=O)C1CCN(C(=O)CN(c2ccc3c(c2)OCO3)S(C)(=O)=O)CC1
  0, 3, 4, 7, 15, 2, -3, 2, -2.9
- C[C@]12CCC(=O)C=C1CC[C@@H]1[C@@H]2[C@@H](O)C[C@@]2(C)[C@H]1CC[C@]2(O)C(=O)CO
  -17, 9, -2, -1, 2, 0, -4, 5, 2.3
- COC(=O)c1c(NC(=S)Nc2cc(OC)c(Cl)cc2OC)sc2c1CCCCC2
  -6, -1, 12, 5, -6, 10, -2, -3, 0.8
- Cc1nc2c(C(=O)N3CCN(c4ccccn4)CC3)cnn2c(C)c1Cc1cccc(Cl)c1
  4, 2, -4, 7, -22, 31*, -5, -21, 2.3
- CCOC(=O)CSc1ncnc2c1nnn2-c1ccc(F)cc1
  -24, -4, 0, -3, 7, 3, -3, 15, -0.7
- COc1ccc(OCC(=O)Nc2ccc(N3CCN(C(=O)c4ccccc4C)CC3)cc2)cc1
  0, -2, -3, 2, 14, 3, -3, 4, -0.3
- CCc1cccc(CC)c1NC(=S)NC(C)c1ccccc1 (centres undefined)
  -1, 0, -1, 4, -4, 10, 0, -1, -0.2
- NS(=O)(=O)c1ccc(N2CCCCCC2)c([N+](=O)[O-])c1
  -25, -2, 4, 7, 17, 3, -6, 11, 5.0
- Cc1c(Cl)cccc1NC(=S)NNc1ncc(C(F)(F)F)cc1Cl
  -2, -1, 8, 6, 4, 5, -1, 10, 1.7
- C/C(=N\NC(=O)c1cccc(Br)c1)c1ccc(Br)cc1
  3, 7, 1, 8, -10, 3, -3, -25, -0.4
- CCOc1ccc2nc(NS(=O)(=O)c3ccc4c(c3)n(C)c(=O)n4C)sc2c1
  11, -4, -1, 5, -15, 10, 10, -12, 3.8
- CC(C)(C)CC(C)(C)NC(=O)Nc1cccc([N+](=O)[O-])c1
  -10, 1, 2, 3, 13, -4, -7, 10, 1.7
- Cc1nnsc1Sc1ccccn1
  8, 2, -2, 10, -3, 4, 1, -21, 0.0
- COc1ccc(NC(=O)Cc2c(F)cccc2Cl)cc1
  -23, -1, 1, 10, -11, 4, -1, -14, 0.5
- Cc1noc(C)c1COC(=O)c1cccc(S(=O)(=O)N2c3ccccc3CC2C)c1 (centres undefined)
  -3, 4, -2, 4, 32, -7, 1, 8, -1.5
- O=S(=O)(Nc1ccccn1)c1cnc(Cl)c(Br)c1
  -6, -2, 0, 3, -4, 0, -5, -7, -0.7
- CCOC(=O)c1c(NC(=O)C2CCCO2)sc(C(=O)OC(C)(C)C)c1C (centres undefined)
  4, -1, 30, 0, -18, 3, -11, -4, 0.4
- COc1ccc2[nH]c(=O)c(CN(C(C)=O)c3cccc(C)c3)cc2c1
  -7, -1, 0, 2, 10, -6, -8, 14, 1.9
- Cc1ccc(-c2cc3c(n2-c2ccc(C(=O)O)cc2)CCCC3=O)cc1
  -5, -3, -2, 4, -1, -5, -2, -2, 0.6
- O=C(Cc1cccs1)Nc1cccc(-c2nc3ccccc3o2)c1
  3, -3, -1, 3, -12, 6, -7, 9, -1.8
- CCN1CCC2(CC1)N=C(c1ccc(F)cc1)C(=S)N2
  -7, 5, 18, 11, -6, 4, -8, 0, 1.6

Remaining list, next part:
Fields: S1P4 antag, Ba/F3 V617F tox, Runt-CBFb FRET, BaF3 tox, NPY-Y1 PAM-ag, NPY Y1 blocker, RBBP9 inhibitor, NPY-Y2 PAM-ag, S1P4 ag
- O=C(NCc1ccc2c(c1)OCO2)c1ccc(CSCc2cccc(Cl)c2)o1
  -8, 5, 1, 6, -24, 11, -8, -15, 1.6
- Cc1cc(NC(=O)CSc2nccn2-c2ccc([N+](=O)[O-])cc2)no1
  -4, -3, 1, 4, 13, -3, -6, 13, -0.3
- COc1cc(/C=N/Nc2snc(SC)c2C#N)ccc1O
  -7, 73*, 30, 62*, 27, -5, 7, 14, -1.9
- Cc1cc(C)n(-c2nc(C)nc(N)n2)n1
  -12, -2, -1, -1, 8, 6, 1, 15, 0.8
- Cc1nnn(C23CC4CC(CC(C(=O)NN)(C4)C2)C3)n1
  -2, 3, -3, 4, 9, -2, -6, 1, 0.9
- O=C(Nc1cccc(F)c1)c1ccc(-c2ccccc2Cl)o1
  9, 1, 2, 6, -38, 9, -16, -5, 0.5
- COc1ccc(/C=C/C(=O)NC(=S)N2CCN(c3ccccn3)CC2)cc1OC
  -10, -4, -2, -1, -8, 6, -3, -12, 0.7
- O=C1NCCN(Cc2ccc(Cl)c(F)c2)C1CC(=O)N1CCCO1 (centres undefined)
  -18, -4, 3, 2, 0, -4, 0, 0, 0.8
- CCn1nc(C)c(Br)c1Nc1ccc(Br)cc1
  -11, 0, 0, 1, 3, -2, -5, 4, 0.5
